Assay outcomes deposited in PubChem BioAssay by several laboratories.
Rac1 GTP hydrolysis: MgcRacGAP GTPase-activating activity inhibitors, confirmation, biochemical, ADP Hunter fluorescence. Rac GTPase-activating protein 1 (Homo sapiens). MgcRacGAP-stimulated Rac1 GTP hydrolysis, ADP Hunter fluorescence; higher % means a stronger effect; GST-tagged Rac1 F28L mutant substrate. inhibition, % at 30 µM; hits with a dose series show IC50 in µM. 340,000 compounds, 0.6% hits. AID 624330, 2012;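 active = first-screen hits whose inhibition reached a set limit at any dose in the follow-up dose series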;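 also: fluorescence reports GDP produced by GAP-driven GTP hydrolysis; strong numbers were not always called active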
West Nile virus CPE: West Nile virus antiviral activity, cell-based, CPE readout (AID 1621) | West Nile virus-infected cells, CPE inhibition; higher % means a stronger effect | CPE inhibition, % at 10 µM; hits with a dose series show IC50 in µM | 290,000 compounds, 0.02% hits; in the data active = a potency from the dose series; also: strong numbers were not always called active
T cell HTS: modulators of CD8 T cell-vesicle binding, primary screen, mouse 2C CD8+ T cells, flow cytometry | calls only at 7 µM | AID 2052, 2009 | 2C CD8+ T cell-vesicle binding; stronger effect = lower value | 330,000 compounds, 0.068% hits;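 active = response, share of CD8 T cells binding vesicles, and their 90th percentile fluorescence all below set limits, cut at about 80% in these data, passing the limit was not always enough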
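Material: 2C TCR transgenic mouse naive CD8+ T cells, MACS-purified. Also added: QL9-charged Drosophila Ld/ICAM-1/B7-1 vesicles. Timing: binding 1.5 h at 37 °C. Measured by: high-throughput flow cytometry with anti-B7-1 and anti-CD8 staining. Read-out: percent CD8+ FL2 mean versus row control. Controls: Unloaded micro-vesicles (low), QL9 vesicles with 0.7% DMSO (high).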
b-catenin transl: modulators of beta-catenin nuclear translocation, primary screen, imaging, HeLa cells, immunofluorescence, high-content; nuclear translocation activity, % at 5 µM; 190,000 compounds, 0.3% hits;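 active = nuclear translocation activity above 50% at 5 µM, with a well cell count of 50 or more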;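 also: per-cell ratio of nuclear to cytoplasmic median beta-catenin stain intensity; plate controls were DMSO negative control for no effect and GSK-3 inhibitor IX positive control for full effect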
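Test system: human HeLa cells, native beta-catenin. Compound dosing: 5 µM primary single dose, 0.1% DMSO, 0.02–20 µM confirmation series. Incubation: compound exposure 24 h at 37°C. Detection: beta-catenin immunostaining with DAPI counterstain, 20x imaging, 6 fields/well. Read-out basis: Nuclear/cytoplasmic beta-catenin signal ratio, % activation.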
WT yeast gro inh: growth inhibition of WT strain, primary screen, mitochondrial fusion inhibitor project, WT and mutant strains, chemical genetic; mitochondrial fusion phenotypic screen; AID 1362, 2008; 190,000 compounds, 2.1% hits; inhibition, % at 10 µM; in the data active = inhibition above about 58%; tested in S. cerevisiae
RSV CPE inhibition: RSV antiviral activity via CPE protection, HEp-2 cells, primary 10 µM value included (AID 2391) | HEp-2 cells, RSV-induced CPE inhibition; higher % means a stronger effect | CPE inhibition, % at 10 µM; hits with a dose series show IC50 in µM | 310,000 compounds, 0.13% hits; in the data active = a potency from the dose series; also: strong numbers were not always called active
Large T inhibition: SV40 large T antigen inhibitors, biochemical (AID 1903); SV40 large T antigen ATPase/helicase inhibition assay; higher % means a stronger effect; inhibition, % at 20 µM, or IC50 in µM where a hit was titrated; 310,000 compounds, 0.39% hits; in the data active = a potency from the dose series; also: strong numbers were not always called active
Myeloid diff 2: induction of myeloid progenitor differentiation, primary screen, cell-based, flow cytometry, MLPCN library. ER-HoxA9 myeloid progenitors, lysozyme-GFP differentiation. calls only at 10 µM. 360,000 compounds, 1% hits. AID 624256, 2012;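 active = normalized GFP-positive differentiation at or above the plate's own cutoff, the solvent-only control mean plus 3 SD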;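 also: cells exposed to compound for four days before flow analysis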
Salmonella PhoP GFP: inhibitors of PhoP regulon expression, primary screen, Salmonella Typhimurium, GFP reporter (AID 1863); inhibition, % at 50 µM, or IC50 in µM where a hit was titrated; 300,000 compounds, 0.16% hits; S. Typhimurium PhoP-regulated promoter GFP reporter, 4 h; higher % means a stronger effect;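 active = inhibition over 29.93%, a cutoff 3 SD above the screen mean, later confirmed by dose response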;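 also: 0% = low Mg2+ inducing control and 100% = high Mg2+ repressing control; strong numbers were not always called active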
WT yeast gro inh mutant strain: further read-out of WT yeast gro inh, marked with its call; inhibition, %; mitochondrial fusion phenotypic screen, mutant strain inhibition
b-catenin transl cell count 5 µM: also measured in b-catenin transl; calls as there; cell count; measured here: cell count, cytotoxicity flag
T cell HTS vesicle-bound %: second read-out of T cell HTS, no call of its own (marks repeat the call); double positive events, %; measured here: CD8+ vesicle-bound cell fraction;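 binding gate set so that unloaded-vesicle control wells show 10% double positive cells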
Myeloid diff 2 GFP+ MAC1+ %: further read-out of Myeloid diff 2, marked with its call; GFP+ MAC1+ double positive, %; measured here: differentiation confirmed by MAC1 staining
An asterisk follows results filed as active; i = inactive; x = no result given.

Each structure is followed by: WT yeast gro inh	b-catenin transl	Rac1 GTP hydrolysis	RSV CPE inhibition	b-catenin transl cell count 5 µM	Myeloid diff 2 GFP+ MAC1+ %	West Nile virus CPE	T cell HTS	Large T inhibition	T cell HTS vesicle-bound %	Myeloid diff 2	Salmonella PhoP GFP	WT yeast gro inh mutant strain
> N#Cc1ccc(COC(=O)c2cccnc2Cl)cc1
  x	x	-8.2%	1.8%	x	4.1	0.4%	i	-2.9%	22.2	i	2.0%	x
> COc1ccc(/C=N/NC(=O)c2ccccc2O)cc1COc1ccccn1
  x	2.7	-4.6%	0.7%	1236	0.6	0.1%	i	18.1%	35.0	i	7.8%	x
> CC(C)c1c(C(=O)N/N=C/c2ccc3c(c2)OCO3)nnn1-c1nonc1N
  x	x	11.2%	3.8%	x	2.4	0.0%	i	8.4%	1.6	i	-6.0%	x
> Cc1ccc2nc(SCC(=O)Nc3ccc4c(c3)OCCO4)nc(=O)n2c1
  x	x	0.6%	-1.5%	x	0.7	x	i	7.9%	23.5	i	5.6%	x
> COc1ccc(C(=O)N/N=C/c2ccc(OC(=O)c3cccc4ccccc34)c([N+](=O)[O-])c2)cc1
  11.4	-2.1	9.3%	2.9%	1157	1.0	0.2%	i	-54.9%	50.0	i	25.3%	-22.1
> CCN(CC)CCOC(=O)c1c(C)n(C)c2ccc(OC)cc12
  -15.1	-0.4	19.4%	-0.1%	1484	0.9	-0.3%	i	8.3%	53.1	i	-9.7%	-8.2
> Cc1ccccc1Cn1c(=O)c2c(nc3n2CCCN3Cc2ccccc2)n(C)c1=O
  x	x	6.7%	5.6%	x	0.6	-0.4%	i	x	22.5	i	x	x
> CS(=O)(=O)c1ccc(C(=O)N(CCc2ccccc2)Cc2ccccc2)cc1
  x	x	6.3%	1.9%	x	0.7	-0.8%	i	16.6%	66.6	i	-1.9%	x
> CC(C)Cc1nnc(NC(=O)C2=COCCO2)s1
  x	x	-5.2%	1.1%	x	0.5	x	i	x	37.7	i	x	x
> COc1ccc(CNC(=O)[C@H](NC(=O)C2CCN(C(=O)[C@@H](N)CCSC)CC2)C(C)C)cc1
  x	x	1.5%	1.6%	x	2.3	-0.4%	i	11.7%	28.1	i	12.4%	x
> N#CC1(CCCN2CCCCC2)c2ccccc2CCc2ccccc21
  x	x	10.6%	0.5%	x	0.7	x	i	8.3%	24.8	i	x	x
> Cc1cc(C(=O)OCC(=O)N2CCC(c3ccccc3)=N2)ccc1[N+](=O)[O-]
  x	x	6.9%	-1.1%	x	0.9	x	i	3.5%	42.5	i	-5.2%	x
> CC(=O)Nc1ccc(Sc2ccccc2C(=O)Nc2ccc(F)cc2)cn1
  -5.8	0.9	5.8%	3.1%	1060	0.0	-0.1%	i	5.0%	54.1	i	-2.2%	-0.8
> Cc1nc2scc(-c3cccs3)c2c(=O)n1CC(=O)O
  -2.1	x	8.3%	1.5%	x	0.6	0.1%	i	7.4%	20.8	i	19.8%	-11.3
> CCOC(=O)c1sc(=S)n(-c2ccccc2)c1SC
  1.9	x	6.2%	8.4%	x	0.8	1.1%	i	16.1%	28.8	i	-8.4%	-23.6
> CC1CCN(S(=O)(=O)c2cnc[nH]2)CC1
  x	x	7.8%	1.6%	x	1.7	0.6%	i	12.9%	11.3	i	0.9%	x
> O=C(CCNC(=O)c1ccccc1Cl)OCC(=O)c1ccccc1
  5.9	-0.3	6.3%	0.1%	1006	0.4	-0.1%	i	3.9%	4.6	i	-4.5%	-5.5
> NC(=O)[C@@H]1CCCN1Cc1c(C(=O)N2CCc3ccccc3C2)nc2ccc(Cl)cn12
  x	x	7.7%	2.1%	x	3.0	-0.5%	i	17.4%	17.9	i	-2.4%	x
> O=S(=O)(N/N=C\C=C\c1ccccc1)c1ccccc1
  x	x	-2.3%	1.6%	x	1.4	-1.0%	i	x	12.3	i	x	x
> O=C(Nc1ccc(-c2nc3ccccc3s2)c(O)c1)C1=COCCO1
  -9.0	-0.2	-7.5%	2.2%	948	0.4	0.1%	i	10.7%	4.0	i	-8.0%	-1.2
> COc1ccc(-c2cc3ncccc3cn2)cc1
  x	x	11.4%	2.0%	x	1.7	x	i	x	44.3	i	x	x
> COC(=O)C1CCC(C)(C(=O)Nc2ccccc2)C1(C)C (centres undefined)
  6.9	-1.5	11.0%	1.1%	1352	0.8	0.1%	i	12.1%	42.8	i	5.1%	-3.3
> CCc1noc(C)c1C(=O)NNC(=O)COc1ccc(Br)cc1
  x	x	-1.9%	1.3%	x	0.8	-0.3%	i	4.5%	67.5	i	-3.7%	x
> CC(C)CNC(=S)N1CCC(NC(=O)C23CC4CC(CC(C4)C2)C3)CC1
  -8.1	1.3	9.7%	1.3%	1092	1.1	-0.3%	i	4.5%	44.9	i	2.4%	8.9
> COc1ccc(N2CCN(S(=O)(=O)c3c(C)nc4sccn4c3=O)CC2)cc1
  x	x	13.9%	4.8%	x	6.5	-0.6%	i	27.9%	37.6	i	x	x
> O=C(Nc1ccccc1C(F)(F)F)c1cccnc1
  28.2	-1.1	4.0%	1.4%	903	1.3	0.9%	i	11.4%	14.5	i	4.1%	18.9
> CC(C)C(C)NC(=O)CN1C(=O)NC(c2ccccc2)(c2ccccc2)C1=O (centres undefined)
  x	x	6.2%	1.3%	x	2.0	0.6%	i	2.4%	11.5	i	4.8%	x
> COC(=O)COc1ccc(S(=O)(=O)NCCC2=CCCCC2)cc1C
  -20.0	-1.1	7.7%	-0.1%	849	0.6	1.1%	i	2.8%	15.1	i	1.7%	-1.1
> Cc1ccc(Sc2c([N+](=O)[O-])ncn2C)cc1
  11.4	0.2	8.5%	-1.2%	1392	0.4	0.6%	i	1.9%	39.7	i	7.4%	-10.6
> O=C1c2nc3cc(-c4ccco4)[nH]n3c(=O)c2CN1C1CCCCC1
  x	-4.5	x	1.7%	1200	0.3	0.6%	i	20.5%	31.8	i	1.9%	x
> COc1ccc(-c2ccnc(-c3ccncc3)n2)cc1
  x	5.7	10.7%	-0.8%	1194	0.3	0.0%	i	6.7%	29.6	i	-10.3%	x
> COc1ccc(OC)c(S(=O)(=O)NCc2ccccc2)c1
  36.5	0.8	5.9%	2.5%	1108	1.2	0.9%	i	14.3%	37.8	i	5.2%	9.2
> CCOc1ccccc1N1CCN(C(=O)NCc2ccc(C)cc2)CC1
  x	x	4.8%	-0.6%	x	0.6	0.5%	i	11.2%	49.2	i	-0.7%	x
> O=C(Nc1cccnc1)c1cccc(S(=O)(=O)N2CCCCC2)c1
  -18.0	-0.4	-1.5%	0.5%	1051	0.2	-0.2%	i	5.3%	30.1	i	-5.4%	-23.4
> Cc1ccccc1CN1CCCC(C(=O)Nc2ccc(-c3ccn[nH]3)cc2)C1 (centres undefined)
  x	x	10.7%	2.8%	x	0.5	-0.3%	i	6.7%	25.2	i	3.7%	x
> S=C(Nc1cccc2ccccc12)N1CCN(c2ncccn2)CC1
  16.7	-1.1	13.5%	3.0%	1432	0.5	0.2%	i	-0.2%	14.2	i	-2.2%	23.4
> O=C(O)c1nnn(-c2ccc(F)cc2F)c1-c1ccccc1
  x	x	6.3%	4.5%	x	0.6	0.1%	i	12.5%	9.7	i	6.3%	x
> CCCC(=O)NC(=S)Nc1ccccc1OC
  -0.7	-4.2	0.3%	1.1%	1237	0.3	0.5%	i	5.7%	19.3	i	-1.7%	2.9
> CNCc1ccccc1OCC(=O)Nc1ccccc1
  -10.1	-3.9	-5.2%	0.0%	1234	7.7	0.0%	i	-2.0%	13.1	i	2.5%	-15.4
> CCc1nnc(NS(=O)(=O)c2ccc(Nc3ccc([N+](=O)[O-])c4nonc34)cc2)s1
  24.4	3.2	-0.8%	0.0%	1059	0.4	-0.1%	i	15.4%	44.2	i	4.1%	6.8

Four entries drawn at random from the list so far:
Each structure is followed by: WT yeast gro inh	b-catenin transl	Rac1 GTP hydrolysis	RSV CPE inhibition	b-catenin transl cell count 5 µM	Myeloid diff 2 GFP+ MAC1+ %	West Nile virus CPE	T cell HTS	Large T inhibition	T cell HTS vesicle-bound %	Myeloid diff 2	Salmonella PhoP GFP	WT yeast gro inh mutant strain
> CNCc1ccccc1OCC(=O)Nc1ccccc1
  -10.1	-3.9	-5.2%	0.0%	1234	7.7	0.0%	i	-2.0%	13.1	i	2.5%	-15.4
> O=C(O)c1nnn(-c2ccc(F)cc2F)c1-c1ccccc1
  x	x	6.3%	4.5%	x	0.6	0.1%	i	12.5%	9.7	i	6.3%	x
> NC(=O)[C@@H]1CCCN1Cc1c(C(=O)N2CCc3ccccc3C2)nc2ccc(Cl)cn12
  x	x	7.7%	2.1%	x	3.0	-0.5%	i	17.4%	17.9	i	-2.4%	x
> COc1ccc(CNC(=O)[C@H](NC(=O)C2CCN(C(=O)[C@@H](N)CCSC)CC2)C(C)C)cc1
  x	x	1.5%	1.6%	x	2.3	-0.4%	i	11.7%	28.1	i	12.4%	x

The results go on.
Each structure is followed by: WT yeast gro inh	b-catenin transl	Rac1 GTP hydrolysis	RSV CPE inhibition	b-catenin transl cell count 5 µM	Myeloid diff 2 GFP+ MAC1+ %	West Nile virus CPE	T cell HTS	Large T inhibition	T cell HTS vesicle-bound %	Myeloid diff 2	Salmonella PhoP GFP	WT yeast gro inh mutant strain
> Cc1ccc(S(=O)(=O)N2CCOC2CNC(=O)C(=O)NCc2cccnc2)cc1 (centres undefined)
  7.0	0.4	6.0%	2.1%	493	0.7	1.4%	i	11.8%	31.2	i	-0.9%	0.1
> Cc1ccc(NC(=O)C2CCC(=O)N2)cc1C (centres undefined)
  -2.5	-1.1	5.4%	-0.3%	1253	1.7	-0.2%	i	9.3%	38.0	i	1.3%	9.7
> CCC(CC)C(=O)Nc1cccc(/C(C)=N\NC(=O)c2ccc(C)s2)c1
  0.6	-3.8	2.4%	2.0%	1449	0.3	-0.1%	i	-5.5%	56.2	i	-4.6%	19.9
> CCCCN(C(=O)c1cccc(S(=O)(=O)N(C)c2ccc(C)cc2)c1)c1c(N)n(CCCC)c(=O)[nH]c1=O
  x	x	3.5%	-1.2%	x	0.5	x	i	16.6%	18.7	i	9.2%	x
> O=C(CCc1ccc(S(=O)(=O)N2CCOCC2)cc1)Oc1ccccc1
  -40.9	0.2	8.5%	x	1387	0.7	0.1%	i	19.1%	38.2	i	-6.6%	1.9
